Screens (PubChem)
SUMO1 PPI mod: modulators of SUMO1 protein-protein interactions, primary screen, biochemical, uHTS; Small ubiquitin-related modifier 1 (Homo sapiens), P63165; SUMO1 binding to a labelled peptide, TR-FRET, 1 h; inhibition, % at 20 µM; 360,000 tested, 0.33% active; AID 602429, 2012; in the data active = inhibition above about 37%
MsrA inh: bovine MsrA enzyme inhibitors, primary screen, biochemical, absorbance, HTS. inhibition, % at 15.5 µM. Methionine sulfoxide reductase A (Bos taurus). purified bovine MsrA, absorbance read-out. AID 651718, 2012. 360,000 tested, 0.75% active; in the data active = inhibition above about 4.5%;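 also: 0% = vehicle wells with enzyme and 100% = reference inhibitor wells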
CSN inh: inhibitors of CSN-mediated cullin deneddylation, primary screen, biochemical, fluorescence polarization, uHTS; COP9 signalosome complex subunit 5 (Homo sapiens), Q92905; Purified CSN, SCF-Nedd8-OG deneddylation; inhibition, % at 12.5 µM; 360,000 tested, 0.38% active;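 active = pattern-corrected inhibition above about 35%, with an unprinted fluorescence ratio check between 0.5 and 1.5, limit read from the data, passing the limit was not always enough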;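 also: 0% = enzyme with substrate and 100% = substrate without enzyme; some results filed as inactive read as strong as hits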
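test system = HEK293T-derived human Csn5 enzyme | amount = 0.24 nM Csn5 enzyme, final concentration | medium = Tris/NaCl/DTT buffer, pH 7.5 | schedule = 90 min reaction at room temperature | signal = FP | evaluation = inhibition of Csn5 cleavage, % | compound dosing = single dose of 12.5 µM compound with 0.25% DMSO | probe or stimulus = 10 nM SCFSkp2-Nedd8OG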
Scp-1 inhibitor: Scp-1 phosphatase inhibitors, primary screen, biochemical, colorimetric, uHTS | inhibition, % at 20 µM | 340,000 tested, 0.88% active | AID 493091, 2011 | Recombinant Scp1, phosphopeptide, malachite green phosphate absorbance;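 active = inhibition above about 50% at 20 µM, limit read from the data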;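 also: plate controls were DMSO wells with enzyme for no effect and wells lacking enzyme for full effect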
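Incubation: 45 min enzyme reaction at room temperature / System: truncated SCP-1 phosphatase (76-261aa) / Reagent: Phospho 17-mer peptide substrate / Buffer or medium: Acidic Tris acetate buffer with magnesium and detergent / Signal: absorbance at 630 nm / Doses: one concentration, 20 µM, with 1.0% DMSO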
DNMT1 block: human DNMT1 methyltransferase inhibitors, primary screen, biochemical, molecular beacon, fluorescence, HinP1I cleavage, uHTS; inhibition (reported as % activation of signal), % at 10 µM; 360,000 tested, 0.83% active; DNA (cytosine-5)-methyltransferase 1 (Homo sapiens), P26358; in the data active = inhibition above about 50%
TbMetRS inhib: T. brucei MetRS inhibitors, primary screen, biochemical, luminescence | methionyl-tRNA synthetase (Trypanosoma brucei brucei) | purified T. brucei MetRS, ATP depletion, Kinase-Glo luminescence | inhibition, % at 11.9 µM | 360,000 tested, 0.4% active | AID 624268, 2012;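 active = inhibition above a per-plate cutoff of the control wells' mean inhibition plus 3 SD, cut at about 5.5% in these data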;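 also: 0% = DMSO wells median and 100% = median of wells with control inhibitor compound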
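Material: parasite MetRS enzyme / Replication: singlicate, one well per compound / Signal: luminescence of leftover ATP / Schedule: 2 h aminoacylation at 25 °C after 15 min preincubation / Medium: HEPES-MgCl2-KCl buffer plus DTT, spermine, BSA, pyrophosphatase / Doses: 11.9 µM single point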
NadD inh: inhibitors of S. aureus NadD, primary screen, biochemical, colorimetric, uHTS; inhibition, % at 20 µM; 360,000 tested, 0.78% active; purified NadD enzyme, colorimetric absorbance read-out; Nicotinate-nucleotide adenylyltransferase NadD (Staphylococcus aureus N315); in the data active = inhibition above about 26%; also: some compounds past the cut are filed as inactive
Rpn11 block: Rpn11 (PSMD14) deubiquitinase inhibitors, primary screen, biochemical, fluorescence polarization, uHTS | calls only at 20 µM | human 26S proteasome, Ub4-pepOG fluorescence polarization; 20S core pre-blocked with epoxomicin | AID 588493, 2011 | 360,000 tested, 0.59% active | 26S proteasome non-ATPase regulatory subunit 14 (Homo sapiens), O00487;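 active = inhibition at 20 µM, scaled to each plate's controls, above about 33%, limit read from the data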
Target sequence (O00487 whole entry, looked up): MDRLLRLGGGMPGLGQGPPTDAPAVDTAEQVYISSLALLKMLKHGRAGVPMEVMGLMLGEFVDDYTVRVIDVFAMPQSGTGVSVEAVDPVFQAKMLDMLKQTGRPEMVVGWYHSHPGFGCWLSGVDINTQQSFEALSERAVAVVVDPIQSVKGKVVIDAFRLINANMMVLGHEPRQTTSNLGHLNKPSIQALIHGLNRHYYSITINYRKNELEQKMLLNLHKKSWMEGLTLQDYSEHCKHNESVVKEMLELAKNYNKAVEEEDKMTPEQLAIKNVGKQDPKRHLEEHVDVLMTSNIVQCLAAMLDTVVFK
STEP block: STEP phosphatase inhibitors, primary screen, biochemical, fluorescence intensity, uHTS; AID 588621, 2011; inhibition, % at 20 µM; 360,000 tested, 0.25% active; Tyrosine-protein phosphatase non-receptor type 5 (Homo sapiens), P54829; recombinant STEP, OMFP fluorogenic substrate;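 active = inhibition at 20 µM, scaled per plate between control wells, above about 37%, limit read from the data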;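 also: 0% = DMSO with enzyme and substrate and 100% = substrate only without enzyme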
Target sequence (P54829 whole entry, looked up): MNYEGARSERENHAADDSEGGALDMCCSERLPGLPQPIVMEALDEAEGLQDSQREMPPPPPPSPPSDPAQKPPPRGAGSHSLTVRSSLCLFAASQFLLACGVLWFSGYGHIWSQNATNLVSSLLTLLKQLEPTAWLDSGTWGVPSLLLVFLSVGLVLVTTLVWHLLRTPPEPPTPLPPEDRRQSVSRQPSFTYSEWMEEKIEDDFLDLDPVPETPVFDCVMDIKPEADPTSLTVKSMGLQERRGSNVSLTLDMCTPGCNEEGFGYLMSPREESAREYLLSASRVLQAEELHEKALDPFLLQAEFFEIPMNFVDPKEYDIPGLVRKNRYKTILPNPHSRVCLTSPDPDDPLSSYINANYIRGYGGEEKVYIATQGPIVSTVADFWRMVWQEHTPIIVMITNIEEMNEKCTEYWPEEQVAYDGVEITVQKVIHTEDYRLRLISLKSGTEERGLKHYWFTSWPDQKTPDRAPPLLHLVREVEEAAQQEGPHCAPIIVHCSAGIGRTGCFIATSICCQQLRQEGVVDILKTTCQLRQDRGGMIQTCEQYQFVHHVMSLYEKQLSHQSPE
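System: STEP phosphatase, cell-free reaction; Buffer or medium: Bis-Tris pH 6.0 buffer with DTT, detergent; Incubation: 20 min at room temperature, dark; Measured by: fluorescence, 480/540 nm.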
LMPTP inh: LMPTP phosphatase inhibitors, primary screen, biochemical, fluorescence intensity, uHTS | Low molecular weight phosphotyrosine protein phosphatase (Homo sapiens), P24666 | recombinant LMPTP-A, OMFP fluorogenic substrate | inhibition, % at 20 µM | 360,000 tested, 0.22% active | AID 651560, 2012;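 active = compounds that cut the enzyme signal by at least half of the control window in the single-dose screen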;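 also: plate controls were DMSO wells with enzyme plus substrate for no effect and substrate without enzyme for full effect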
Target sequence (P24666 whole entry, looked up): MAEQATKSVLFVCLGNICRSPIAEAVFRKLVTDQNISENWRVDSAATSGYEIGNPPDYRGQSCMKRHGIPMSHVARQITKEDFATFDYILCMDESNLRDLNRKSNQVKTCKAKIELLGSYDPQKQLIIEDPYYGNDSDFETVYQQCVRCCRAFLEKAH
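Test system – LMPTP-A enzyme · Amount – LMPTP-A at 0.625 nM final in the reaction · Buffer or medium – Bis-Tris pH 6.0, DTT, detergent · Reagent – OMFP 400 µM · Doses – single 20 µM dose · Schedule – reaction 50 min, room temperature, dark · Detection – fluorescence intensity of OMFP turnover product · Evaluation – percent inhibition versus substrate-only and uninhibited controls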
An asterisk follows results filed as active; i = inactive; . = no result given; + = active, no number.

Start of the data: the first 3 records, to show the layout:
SMILES	SUMO1 PPI mod	MsrA inh	CSN inh	Scp-1 inhibitor	DNMT1 block	TbMetRS inhib	NadD inh	Rpn11 block	STEP block	LMPTP inh
COc1ccc(C2=NS(=O)(=O)N(C)C(C(=O)N3CCc4ccccc4C3)=C2)cc1OC	-23	1.1	2	-16	-5	-0.8	2	i	-1	2.7
Cc1cn([C@H]2C[C@H](N=[N+]=[N-])[C@@H](CO)O2)c(=O)[nH]c1=O	6	0.2	-7	-12	-2	-0.1	-3	i	-3	-2.5
Cc1ccc(Sc2ccc(S(=O)(=O)Nc3ccc(CC(=O)O)cc3)cc2)cc1C	15	0.3	2	-7	0	0.0	13	i	0	1.3

The whole of this part (from the top)
SMILES	SUMO1 PPI mod	MsrA inh	CSN inh	Scp-1 inhibitor	DNMT1 block	TbMetRS inhib	NadD inh	Rpn11 block	STEP block	LMPTP inh
COc1ccc(C2=NS(=O)(=O)N(C)C(C(=O)N3CCc4ccccc4C3)=C2)cc1OC	-23	1.1	2	-16	-5	-0.8	2	i	-1	2.7
Cc1cn([C@H]2C[C@H](N=[N+]=[N-])[C@@H](CO)O2)c(=O)[nH]c1=O	6	0.2	-7	-12	-2	-0.1	-3	i	-3	-2.5
Cc1ccc(Sc2ccc(S(=O)(=O)Nc3ccc(CC(=O)O)cc3)cc2)cc1C	15	0.3	2	-7	0	0.0	13	i	0	1.3
CCOc1ccc2[nH]c(=O)c(CN(CCCN3CCOCC3)Cc3nnnn3Cc3ccc(OC)cc3)cc2c1	-5	3.0	0	-12	-1	-0.4	-2	i	1	-2.0
Cn1c(N)c(C#N)c(-c2ccccc2)c(C#N)c1=O	2	2.0	1	.	-1	0.1	-3	i	-1	-1.3
c1ccc2sc(N3CCN(Cc4nnnn4CC4CCCO4)CC3)nc2c1 (centres undefined)	-2	0.1	-1	0	1	0.3	-1	i	4	-0.7
CCN(C(=O)c1ccco1)c1nc(-c2ccc(OC)cc2)cs1	12	0.4	8	-8	-3	-0.6	-14	i	0	5.6
CCCCn1c(N)c(N(CC(C)C)C(=O)CSc2nnc(C)n2-c2ccccc2)c(=O)[nH]c1=O	1	0.6	6	-5	5	0.0	5	i	4	-0.5
CC(=O)c1cc2c(cc1NC(=O)Nc1cccc(Cl)c1)OCCO2	-13	-0.7	5	-5	-11	-0.6	10	i	-1	-1.5
NS(=O)(=O)c1ccc(N=Nc2ccc(O)c3ncccc23)cc1	-37	1.4	5	-8	-10	-1.8	7	+	1	25
CC1CCN(CC(=O)Nc2ccc(C(=O)N3CCCCC3)cc2)CC1	-4	0.8	0	0	-1	0.3	-1	i	1	-0.9
CC(=O)Nc1ccc2c(COC(=O)CC3Sc4ccccc4NC3=O)cc(=O)oc2c1 (centres undefined)	2	0.1	15	57*	60*	-0.8	7	i	12	14
CCNC(=O)C(=O)NCC1CCCN1S(=O)(=O)c1cccs1 (centres undefined)	2	0.6	0	-1	6	-0.2	-2	i	1	-0.9
O=C(NCCCn1ccnc1)/C(=C/c1ccco1)NC(=O)c1cccs1	0	-0.3	-1	-5	3	-0.6	3	i	-3	-0.5
CCC[C@@H](CN1CCC[C@H]1CN1C(N)=NC[C@@H]1Cc1ccccc1)N1C[C@@H]([C@H](C)CC)N(CCCC2CCCC2)C1=N	-119	.	10	24	-23	-0.3	17	i	8	23
Cc1cc(=O)oc2cc(NC(=O)c3ccc(OC(F)F)cc3)ccc12	-1	1.8	7	87*	28	0.2	-1	i	84*	41
COC(=O)C[C@H]1CC[C@H](NC(=O)Nc2ccccc2)[C@@H](CO)O1	0	-0.7	-3	.	.	-0.3	.	.	.	-1.0
O=S(=O)(Nc1ccc(Nc2ccccc2)cc1)c1ccc(F)cc1	3	1.2	-5	1	-7	-1.3	-4	i	-5	0.7
COc1ccc(OC)c(NC(=O)CSc2ncccc2C(=O)O)c1	-1	-0.3	-1	-12	-3	-1.6	0	i	-1	-1.2
Cc1ccc(/C=N/NC(=O)c2ccc(-n3cnnn3)cc2)cc1	1	0.6	4	2	-3	-0.1	5	i	4	0.0

An excerpt from above, limited to MsrA inh:
molecule,MsrA inh
CC(=O)c1cc2c(cc1NC(=O)Nc1cccc(Cl)c1)OCCO2,-0.7
NS(=O)(=O)c1ccc(N=Nc2ccc(O)c3ncccc23)cc1,1.4

Continuation.
SMILES	SUMO1 PPI mod	MsrA inh	CSN inh	Scp-1 inhibitor	DNMT1 block	TbMetRS inhib	NadD inh	Rpn11 block	STEP block	LMPTP inh
CCOC(=O)c1sc(-c2ccc(OC)cc2)cc1NC(C)=O	-16	2.1	-1	-12	0	0.0	-5	i	3	2.5
Cc1ccc(N(CC(=O)NCC2CCCO2)C(=O)CCC(=O)Nc2cc(C)on2)cc1 (centres undefined)	2	-0.4	1	-2	1	-0.9	-7	i	3	-0.4
C/C=C/Cn1cccc(C(=O)Nc2ccc(OC)cc2)c1=O	0	0.6	0	-1	1	0.0	-6	i	0	-0.8
COc1ccc(C)cc1NC(=O)c1ccccc1NS(=O)(=O)c1cccc2cccnc12	5	0.8	3	-4	5	0.3	-6	i	-4	-1.0
O=C(c1ccccc1)N(Cc1cccs1)C1CCS(=O)(=O)C1 (centres undefined)	1	-0.9	-3	1	2	0.1	0	i	2	0.0
O=C(c1ccc(S(=O)(=O)Cc2ccccc2F)c([N+](=O)[O-])c1)N1CCCCCC1	-28	0.8	1	-14	9	-0.7	-3	i	2	-1.6
CC1CN(C(=O)C2CC2)C(C)CN1C(=O)C1CC1 (centres undefined)	-3	-0.3	2	-8	-2	-0.4	3	i	0	-2.4
CC(C)COC(=O)N(C)c1ccc(C(O)(C(F)(F)F)C(F)(F)F)cc1	-1	-0.6	1	-15	-8	-1.2	0	i	-3	2.3
O=[N+]([O-])c1ccc(CSc2nc3ccccc3o2)cc1	-17	-1.0	1	-15	-2	-0.8	-4	i	1	1.4
COc1cccc(-c2ccc(SCC(=O)NCCc3ccccc3)nn2)c1	3	-0.7	-5	-5	1	0.0	-4	i	3	-0.7
CC(C)(C)c1cc(CN2CCCC(O)C2)c(O)c(C(C)(C)C)c1 (centres undefined)	0	0.4	-2	-6	1	-0.9	-10	i	-3	1.2
CCN1CNC(=S)N(CCc2ccccc2)C1	1	1.4	3	-1	4	-1.0	-4	i	-2	-1.9
Cc1ccc(C(=O)O/N=C(\N)Cc2ccc([N+](=O)[O-])cc2)c(Cl)c1	-24	-0.5	-4	1	-2	-0.1	-4	i	0	2.1
O=C(NC1CCc2ccccc21)C12CN(Cc3ccccc3)CC1C(c1cccc([N+](=O)[O-])c1)=NO2 (centres undefined)	-16	-0.3	-5	1	0	-0.4	12	i	3	1.4
O=C1NC[C@H](CCCCN2C[C@H](Cc3ccc(O)cc3)N(CCc3ccc(O)cc3)C(=O)C2=O)N(CCc2ccc(O)cc2)C1=O	8	-0.6	3	.	.	-0.2	3	.	.	-0.4
COc1ccccc1OCC(=O)Nc1ccc(CSc2ccccc2)cc1C	0	0.9	2	-15	-2	-1.0	8	i	3	4.3
O=C(COC(=O)c1ccccc1[N+](=O)[O-])c1ccc(C2CCCCC2)cc1	5	0.6	3	-14	0	-1.0	3	i	-1	2.0
CCN(Cc1ccccc1)S(=O)(=O)c1ccccc1Br	0	0.8	1	-2	0	-0.6	-2	i	4	1.4
COc1ccc(CCN(C)C(=O)CSc2nnc(-c3ccco3)o2)cc1OC	2	-0.5	-1	-7	1	0.0	2	i	1	-0.3
CCC(C)CN1CCC(CO)(Cc2ccccc2Cl)CC1 (centres undefined)	2	0.0	-1	2	0	-0.5	1	i	-3	-1.0

Ordered by the number under Scp-1 inhibitor (descending): some entries from above.
smiles	SUMO1 PPI mod	MsrA inh	CSN inh	Scp-1 inhibitor	DNMT1 block	TbMetRS inhib	NadD inh	Rpn11 block	STEP block	LMPTP inh
Cc1cc(=O)oc2cc(NC(=O)c3ccc(OC(F)F)cc3)ccc12	-1	1.8	7	87*	28	0.2	-1	i	84*	41
CC(=O)c1cc2c(cc1NC(=O)Nc1cccc(Cl)c1)OCCO2	-13	-0.7	5	-5	-11	-0.6	10	i	-1	-1.5
CCOc1ccc2[nH]c(=O)c(CN(CCCN3CCOCC3)Cc3nnnn3Cc3ccc(OC)cc3)cc2c1	-5	3.0	0	-12	-1	-0.4	-2	i	1	-2.0
O=C(COC(=O)c1ccccc1[N+](=O)[O-])c1ccc(C2CCCCC2)cc1	5	0.6	3	-14	0	-1.0	3	i	-1	2.0

Next part
SMILES	SUMO1 PPI mod	MsrA inh	CSN inh	Scp-1 inhibitor	DNMT1 block	TbMetRS inhib	NadD inh	Rpn11 block	STEP block	LMPTP inh
CN(C)C(=O)c1ccc(-n2cccn2)nc1	-1	0.7	-1	-4	4	0.0	4	i	-1	0.5
CC(C)OC(=O)CSc1nnc(-c2ccccn2)n1C	-2	-0.9	5	0	5	-0.5	-3	i	-3	-2.5
CC(C)C(C)NC(=O)CN1C(=O)NC(C)(c2ccc3ccccc3c2)C1=O (centres undefined)	0	1.4	-1	-6	3	-0.6	-2	i	-2	-0.8
N#Cc1ccccc1S(=O)(=O)N1CCN(Cc2cc3c(cc2Br)OCCO3)CC1	-2	0.5	-2	.	-10	-0.3	-1	i	1	1.4
CC(Oc1ccc(C#N)cc1)C(=O)NC1CCCC1 (centres undefined)	-1	0.0	0	-5	5	-0.1	-5	i	-1	-0.8
CC(=NNC(=S)N1CCCCC1)c1ccccn1	-7	0.1	-1	.	-11	-0.4	-1	i	7	-1.7
